HSF1 inh: HSF1 inhibition; NIH3T3-HGL HSE-luciferase, MG132-induced, luminescence 8 h; active compounds read low; activity change, negative = inhibition, % at 7.5 µM (by protocol); hit rate 0.77% among 300,000; AID 2098;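 active = more than half of replicate wells show activity change below -50%, luminescence cut by over half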;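 note: luciferase reports HSF-1 transcriptional activity via heat shock element; 0% = median of DMSO wells and -100% = zero luminescence signal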
HSP90 refold inh: HSP90 refolding inhibition in rabbit reticulocyte lysate; luciferase refolding luminescence, 3 h; inhibition, % at 5.6 µM; hit rate 0.91% among 290,000; AID 1789;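 active = inhibition above the screen-wide mean plus 3 SD, computed separately per campaign, cut at about 16% in these data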;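 note: 0% = DMSO wells and 100% = 60 µM geldanamycin wells; inhibitors lower the luminescence because luciferase stays unfolded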
HSF-1 act: increases HSF-1 driven luciferase reporter signal | NIH3T3-HGL HSF-1 luciferase reporter, MG132, 8 h; 100% = twice DMSO control signal | activation, % at 9 µM | hit rate 1.7% among 300,000;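 active = mean replicate activation of at least 50% with a set share of replicates each reaching 50%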;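 note: 0% = median of the neutral control wells and 100% = twice that signal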
HDAC3 inh: inhibitors of human histone deacetylase 3 | O15379 | inhibition, % at 8.3 µM | recombinant HDAC3, fluorogenic peptide/trypsin coupled, fluorescence | hit rate 0.15% among 320,000; in the data active = inhibition above about 26%, passing the limit was not always enough
Target sequence (O15379 whole entry, looked up): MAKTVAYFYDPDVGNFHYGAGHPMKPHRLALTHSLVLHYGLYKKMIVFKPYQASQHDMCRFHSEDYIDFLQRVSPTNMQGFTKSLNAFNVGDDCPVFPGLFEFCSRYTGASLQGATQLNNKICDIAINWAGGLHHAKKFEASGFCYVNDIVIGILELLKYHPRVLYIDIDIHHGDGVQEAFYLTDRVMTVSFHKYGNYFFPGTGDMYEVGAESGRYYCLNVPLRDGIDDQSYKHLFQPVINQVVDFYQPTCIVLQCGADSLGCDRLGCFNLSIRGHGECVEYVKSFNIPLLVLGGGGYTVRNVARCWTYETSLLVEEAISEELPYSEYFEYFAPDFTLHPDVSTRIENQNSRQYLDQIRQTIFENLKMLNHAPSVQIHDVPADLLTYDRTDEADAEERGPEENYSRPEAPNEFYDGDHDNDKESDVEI
IEC-6 cytotox: IEC-6 cytotoxicity, counter-screen for KLF5 inhibitors; hit rate 0.78% among 290,000; luminescence viability; inhibition, % at 5 µM; in the data active = inhibition above about 22%;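 note: 0% = plate median of test compound wells and 100% = cytotoxic reference compound wells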
KLF5 inh: kruppel-like factor 5 inhibition; hit rate 0.23% among 290,000; DLD-1 KLF5 promoter-luciferase reporter, luminescence; inhibition, % at 5 µM;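 active = inhibition above a per-plate limit of that plate's mean compound inhibition plus 3 SD, cut at about 60% in these data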;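 note: 0% = DMSO wells and 100% = LY294002 at 200 µM; higher means less KLF5 promoter-driven luciferase light; inactives centre near -14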
AI-2 QS mod: modulates the Vibrio harveyi AI-2 quorum sensing system | Vibrio harveyi JMH597 AI-2 luminescence/OD600 ratio, 9 h; active compounds read low; strain lacks LuxN and CqsS sensors; 0 = neutral-control median | activity change, % at 7.5 µM | hit rate 0.4% among 300,000; in the data active = activity change below about -75%, passing the limit was not always enough;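 note: luminescence divided by OD600 gain over 9 h not by final OD600 alone; inactives centre near 13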
HIF act: HIF pathway transcriptional activation; U2OS HRE-luciferase reporter, luminescence; normalized: DMSO 0%, desferrioxamine 100%; AID 1910; activation, % at 7.5 µM (by protocol); hit rate 0.32% among 300,000;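 active = mean activation of at least 10% of the iron chelator positive control signal, with at least half of replicates also reaching 10%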
Platelet DG rel: platelet dense granule release activity; human platelet-rich plasma, SFLLRN dense granule ATP release, luminescence; inhibition, %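 (compounds screened at 7.5 µM in platelet-rich plasma)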; hit rate 0.22% among 300,000; AID 1663;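 active = mean replicate score, as percent of positive control, at or above 50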
aSyn UTR inh: 5' untranslated region of α-synuclein, MLPCN primary screen | hit rate 0.82% among 300,000 | alpha-synuclein 5'UTR reporter, inhibitor activity | AID 1813 | inhibition, % (tested at 7.5 µM); in the data active = inhibition above about 60%;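 note: H4 neuroglioblastoma cells stably carrying SNCA 5'UTR luciferase fusion; 0% = DMSO wells and 100% = positive control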
An asterisk follows results filed as active; / = no result given.

Order of results: HSF1 inh	HSP90 refold inh	HSF-1 act	HDAC3 inh	IEC-6 cytotox	KLF5 inh	AI-2 QS mod	HIF act	Platelet DG rel	aSyn UTR inh
CCn1cc(/C=N/NC(=O)c2ccc3c(c2)OCO3)cn1
 : -4	-3	2	4	-14	-3	18	0.7	-2	9
O=C(c1cnn2c(C(F)(F)F)cc(-c3cccs3)nc12)N1CCCC1
 : -3	1	-1	/	4	12	11	-0.4	-3	23
COc1ccc(S(=O)(=O)N(c2onc(C)c2Cl)S(=O)(=O)c2ccc(OC)cc2)cc1
 : 4	-1	12	1	-6	-3	21	-0.1	1	1
O=C(CCS(=O)(=O)c1ccccc1)Nc1ccccc1N1CCOCC1
 : -4	-1	-2	-2	-3	-12	-4	0.0	0	-3
O=C(O)c1cnc(-c2ccccc2)nc1Oc1ccccc1
 : 4	-5	0	-3	-7	-2	-4	0.0	-8	6
CCCCNc1oc(-c2ccc(OC)cc2)nc1S(=O)(=O)c1ccccc1
 : -1	1	1	5	4	-37	11	0.9	7	8
CC1=C(C(=O)OCC2CCCO2)C(c2ccc(F)cc2)NC(=O)N1 (stereo unspecified)
 : 1	0	11	2	-4	1	11	0.1	-1	15
O=S(=O)(c1cc(C(F)(F)F)ccc1Cl)N1CCN(c2ccccn2)CC1
 : 11	5	-3	1	-3	14	12	-0.5	-2	-4
COc1ccc(/C=C2\SC(=O)N(CC(=O)NN3CCN(C)CC3)C2=O)cc1OC
 : -16	1	-25	5	-4	-16	9	0.1	-1	4
COc1ccc(CCN(C)C(=O)CNC(=O)Cc2cccc3ccccc23)cc1OC
 : -2	-4	1	-3	-1	-24	-1	0.8	0	19
COc1ccc2c(c1OC)C(=O)OC2Nc1ccccn1 (stereo unspecified)
 : -2	1	1	3	1	-7	27	0.0	-4	-15
Cc1nnc(Sc2c(N)n(C)c(=O)[nH]c2=O)s1
 : 3	-2	-7	10	-4	-22	36	-0.3	4	-3
Cn1c(-c2ccccc2)cnc1NCc1ccccc1
 : 1	-6	7	0	2	-26	19	-0.1	-3	-47
Cc1cccc(C)c1NC(=O)COC(=O)C1C2CC3OC(=O)C1C3C2 (stereo unspecified)
 : -3	-2	19	-1	-2	0	/	-1.2	10	15
CC1(C)CC(NC(=O)c2ccc(Cl)cc2Cl)CC(C)(C)N1
 : -4	-1	6	-7	1	-9	-7	-1.1	-4	5
O=C(NCc1cccnc1)C(=O)Nc1ccc([N+](=O)[O-])cc1
 : 4	0	-1	-5	-4	-14	14	-0.7	-3	5
CCn1c(=O)c(C(=O)NCc2ccc(OC)cc2)c(O)c2ccccc21
 : -3	2	-5	-6	-2	2	2	-0.1	-6	25
COc1cc([N+](=O)[O-])ccc1NC(=O)NCc1ccco1
 : 42	4	47	1	6	-19	-1	0.5	-2	-26
COc1ccccc1C(=O)COC(=O)c1cnc(C)cn1
 : -8	/	-14	-2	/	/	18	0.3	-1	3
O=C(Cc1cccs1)Nc1cccnc1
 : 0	0	-9	-1	0	-16	20	-0.6	1	14
CC12CCC(C(=O)O)(c3nc(C#N)c(C#N)nc31)C2(C)C (stereo unspecified)
 : -1	-1	-9	3	-7	-10	14	0.0	1	18
Cc1ccc(C(=O)NCc2ccc3c(c2)OCO3)cc1N1CCCC1=O
 : -1	0	-14	5	-3	-14	21	-0.5	-1	1
Cc1ccc(-c2ccc(SCC(=O)NCC3CCCO3)nn2)cc1 (stereo unspecified)
 : -1	5	5	6	3	-18	-8	2.1	5	-85
Cc1cc(C)c(S(=O)(=O)N2CC=C(c3ccccc3)CC2)c(C)c1
 : 4	/	3	4	/	/	4	-0.3	8	-9
O=C(NNC(=O)c1cccc(O)c1)Nc1ccc([N+](=O)[O-])cc1
 : 0	-1	2	-9	-1	-22	2	-0.6	-1	13
CN(CCc1ccccn1)C(=O)c1cc(COc2ccc(F)cc2F)on1
 : -3	-2	-4	4	-9	-9	9	0.1	-8	-4
COc1cc(Br)cc(-c2nc3c(c(=O)[nH]c(=O)n3Cc3ccccc3)n2C)c1O
 : 6	-4	-3	0	-4	-20	18	-1.3	11	16
Cc1cc(-c2ccccc2)nc2c(Br)c(=O)[nH]n12
 : -4	5	-1	0	1	-3	35	0.1	1	12
COc1cccc(CC2(CO)CCCN(Cc3cn[nH]c3-c3cc(C)ccc3C)C2)c1 (stereo unspecified)
 : -1	3	-1	4	1	6	4	-1.8	5	10
Cc1nn(CC(=O)N2CCc3ccccc3C2)c(C)c1[N+](=O)[O-]
 : -9	4	0	-3	2	-8	11	-0.7	-2	7
Cc1ccnc(NC(=O)CCC(=O)N(CC(=O)NC(C)(C)C)Cc2ccc3c(c2)OCO3)c1
 : -8	-4	-2	2	-10	2	3	-0.5	3	-23
CN1CCN(CCCNC(=O)c2ccc(CSCc3cccc(Cl)c3)o2)CC1
 : 0	2	16	7	6	-16	7	-0.2	-2	-44
Cc1ccccc1NC(=O)C1CC(=O)OC12CCOC(C)(C)C2 (stereo unspecified)
 : -7	-1	-7	-3	-7	-22	/	-0.7	8	5
CC(=O)C1=NN(c2ccccc2)C(c2ccc3c(c2)OCO3)N1c1ccc(N2CCOCC2)cc1 (stereo unspecified)
 : 1	2	5	0	-4	-4	30	0.4	3	-8
O=C(NCCCc1ccccc1)c1ccc(F)cc1
 : 0	-1	7	13	-3	-68	-61	2.5	-2	-101
CCC1=Nc2cc(C(=O)NCc3ccco3)ccc2Sc2ccc(C)cc21
 : 10	3	0	5	81*	75*	28	-0.4	2	104*
COc1ccc(NC(=S)N(CCc2c(C)[nH]c3ccccc23)Cc2ccco2)cc1
 : 29	-3	44	-5	-7	6	16	-0.3	20	7
COc1cc(CNCCSc2nnnn2C)cc(OC)c1OC
 : -2	-2	-2	0	-3	-20	31	-0.2	-7	-2
CCCC(=O)NC(NC(=S)Nc1c(C)n(C)n(-c2ccccc2)c1=O)C(Cl)(Cl)Cl (stereo unspecified)
 : -5	0	1	0	-4	-8	22	-0.1	0	-1
COc1ccc(N/C=C\C(=O)c2ccc3ccccc3c2)cc1
 : 5	9	27	1	-3	-126	-3	0.6	-1	-212
O=C(NNC(=O)c1cccnc1)NC1CCCCC1
 : -2	1	-5	-5	2	7	46	-0.5	5	-25
CC(C)Cc1ccc(C(C)C(=O)N2CCOCC2)cc1 (stereo unspecified)
 : -3	2	12	0	-5	-15	18	-0.3	-3	25
Cc1ccc(Cl)cc1N(CC(=O)NC1CCCCC1)S(C)(=O)=O
 : -8	2	15	-3	-4	-8	-6	-0.2	-17	8
O=C(COC(=O)c1cccc(O)c1)NCc1ccc2c(c1)OCO2
 : -9	-3	3	4	2	3	19	-0.2	3	0
COc1cc(C)c(S(=O)(=O)N2CCOCC2)c(C)c1C
 : -5	-1	1	-10	1	-20	-2	0.1	9	-2
CCCc1cc(=O)oc2cc(OC(C)C(=O)NCC3CCC(C(=O)O)CC3)ccc12 (stereo unspecified)
 : -1	-2	-13	-6	-1	-12	-1	0.0	15	10
CCOC(=O)Cc1csc(NC(=O)CCS(=O)(=O)Cc2ccccc2)n1
 : 4	0	10	-2	0	19	12	/	-12	10
CCSc1nnc(NC(=O)c2cccnc2Cl)s1
 : 18	1	55*	-1	0	-53	1	1.0	1	-30
O=C(Nc1ccc(-c2csc(-c3ccccc3)n2)cc1)c1ccccc1Cl
 : 3	-2	2	-1	2	-3	25	0.8	-9	-39
Cc1nn(C(=O)C2CC2)c(C)c1Sc1ccc(Cl)cc1
 : -10	-2	-12	3	3	-19	2	0.1	-29	8

A draw from above in order of formula weight, low to high.
Order of results: HSF1 inh	HSP90 refold inh	HSF-1 act	HDAC3 inh	IEC-6 cytotox	KLF5 inh	AI-2 QS mod	HIF act	Platelet DG rel	aSyn UTR inh
CCSc1nnc(NC(=O)c2cccnc2Cl)s1
 : 18	1	55*	-1	0	-53	1	1.0	1	-30
O=C(Nc1ccc(-c2csc(-c3ccccc3)n2)cc1)c1ccccc1Cl
 : 3	-2	2	-1	2	-3	25	0.8	-9	-39
CCCc1cc(=O)oc2cc(OC(C)C(=O)NCC3CCC(C(=O)O)CC3)ccc12 (stereo unspecified)
 : -1	-2	-13	-6	-1	-12	-1	0.0	15	10

Next part
Order of results: HSF1 inh	HSP90 refold inh	HSF-1 act	HDAC3 inh	IEC-6 cytotox	KLF5 inh	AI-2 QS mod	HIF act	Platelet DG rel	aSyn UTR inh
Cc1cccc(NC(=O)NC2CC3CCC(C2)N3Cc2ccco2)c1 (stereo unspecified)
 : 5	-5	30	-2	-5	-12	23	-0.1	7	-11
O=C(CN(Cc1ccc(F)cc1)C(=O)CCC(=O)Nc1ccccn1)NCc1ccco1
 : 1	1	22	2	5	-20	5	0.1	3	17
O=[N+]([O-])c1cccc(OCc2cn3cccnc3n2)c1
 : 14	1	-2	2	-3	-8	9	0.4	-27	-12
Fc1ccccc1/C=N/n1c(-c2cccnc2)n[nH]c1=S
 : -6	0	29	1	1	7	2	0.5	-5	17
O=C(NCCCNC(=O)c1ccccn1)c1ccc(F)cc1
 : -2	-1	-2	10	1	-10	22	0.5	-7	0
Cc1ccc(NC(=O)c2cc3cccc([N+](=O)[O-])c3[nH]2)cc1
 : 88	5	164*	5	1	-130	-3	1.8	-6	-110
CCC(C)/C(C)=N/NC(=O)c1ccccc1OCCOc1ccccc1 (stereo unspecified)
 : 7	1	13	-3	-1	-9	23	0.2	12	1
CC(=O)Nc1ccc(S(=O)(=O)N2CCN(c3nnnn3-c3ccccc3)CC2)cc1
 : -40	1	-50	-5	3	-28	3	0.8	-15	-30
Cc1cc(NC(=O)c2c(F)cccc2Cl)no1
 : 2	-2	2	1	2	-21	-4	-0.2	-3	-18
COC(=O)N/N=C/c1cn(Cc2ccccc2F)c2ccccc12
 : 6	-3	3	6	4	-22	26	-0.1	-3	51
Cc1cc(C(=O)OCC(=O)NC2CCCCC2)c(C)o1
 : -6	-1	6	-1	0	-13	0	-0.2	2	-5
O=C(CNC(=O)c1ccccc1Cl)N/N=C/C=C/c1ccccc1
 : -2	1	13	2	0	-17	11	0.2	0	-20
Cc1c(OCC(N)=O)ccc2c(-c3ccccc3)cc(=O)oc12
 : -4	-5	0	-12	4	-18	27	1.4	13	18
CN(C)C1(CNC(=O)c2cccc(S(=O)(=O)Nc3ccc(Br)cc3)c2)CCCCC1
 : 10	/	1	1	/	/	0	0.6	9	-1
CN(CC(=O)Nc1ccccc1Br)C(=O)c1cccc([N+](=O)[O-])c1
 : -2	-1	2	-7	-1	1	14	-0.1	0	-11
Cc1cccc(C)c1-n1nnnc1S(=O)(=O)Cc1ccccc1Cl
 : /	0	/	1	-6	-17	/	/	/	/
Cc1cc(C)nc(N(C#N)CN2C(=O)c3ccccc3C2=O)n1
 : 2	0	12	0	-4	-4	-3	-0.3	6	15
CCn1c(SCC(=O)N/N=C/c2ccc(O)c(OC)c2)nc2ccccc21
 : 0	1	2	8	2	-12	40	-0.5	7	-37
CN(C)C(CNC(=O)CN1C(=O)NC2(CCc3ccccc32)C1=O)c1ccco1 (stereo unspecified)
 : -2	0	7	5	-6	-7	-4	0.2	2	-10
COc1ccc(-c2cc(C(=O)OCC(=O)NC(C)C)c3ccccc3n2)cc1
 : 5	2	0	12	-1	-15	21	0.9	9	-65
CC(=O)Nc1sc(NC(=O)c2ccccc2)nc1-c1cccs1
 : 2	-2	-1	4	-4	-22	9	0.0	-1	9
CN(C)c1c(F)cc(C(=O)NCc2ccccc2)cc1F
 : 6	-2	7	0	-5	-39	16	1.3	4	-32
CC1(C)Cc2cccc(OCC(=O)N3CCN(c4ccccc4Cl)CC3)c2O1
 : -4	/	5	1	/	/	32	-0.3	-14	13
COc1cnc(-c2ccccn2)nc1Sc1ccccc1Cl
 : 1	1	36	3	7	17	63	1.0	9	16

Outcome played no part in choosing rows; about 5% have a hit in one of these screens.
